RGS4 block: inhibitors of human RGS4. HEK293 M3R/RGS4 inducible, Fluo-4 calcium flux; active compounds read high; triggered by carbachol at its EC20. AID 463165. P49798. B-score at 10 µM. 310,000 compounds, 0.45% hits;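 active = B-score, a plate-corrected calcium signal, over three deviations above library mean, with baseline fluorescence within five deviations of library mean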;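 also: RGS4 expression induced by doxycycline in cells with stable M3 receptor; B-score is computed from the integrated fluorescence ratio over baseline after carbachol; higher B-score means a larger calcium signal and so more RGS4 inhibition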
MrgX1 antagonist: blocks BAM8-22 activation of human MrgX1 receptor; MRGX1-HEK293 calcium flux, Fluo-4, BAM8-22 antagonism; active compounds read low; B-score at 10 µM; Q96LB2; 310,000 compounds, 1.3% hits; AID 588676;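 active = calcium-response B-score plate-corrected more than 3 library SD below zero, starting fluorescence within 5 deviations, no agonist response on first addition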;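 also: peak minus trough fluorescence over baseline after final BAM8-22 challenge near maximal dose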
MrgX1 agonist: activates human MrgX1 receptor signaling | Q96LB2 | MrgX1-HEK293 cells, Fluo-4 calcium fluorescence, agonist mode; active compounds read high | B-score at 10 µM | 310,000 compounds, 0.44% hits;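 active = calcium response B-score plate-corrected fluorescence ratio at least 3 library SD, with starting fluorescence B-score inside 5 SD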
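Assay system: stable human MrgX1 HEK293 cell line. Quantity: 15,000 cells per well. Schedule: cells plated overnight, dye loaded 0.5 h 37 °C, 0.5 h room temperature. Detection: Fluo-4 NW calcium-flux fluorescence, kinetic read. Read-out basis: peak-minus-minimum fluorescence over baseline, converted to B scores. Control set: positive and negative control wells on each plate.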
TRPC4 agonist: TRPC4 (mouse) channel activation | Q9QUQ5 | HEK293 TRPC4beta/mu-opioid, Fluo4 calcium fluorescence; active compounds read high | B-score at 10 µM | 310,000 compounds, 0.49% hits | AID 2237;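 active = B-score above 5 SD of library B-scores, and initial fluorescence ratio not above library mean plus 5 SD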;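 also: positive B-score marks a calcium rise read as TRPC4 activation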
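Material: HEK293 stable line with TRPC4beta plus mu-opioid receptor; technique: Fluo4 calcium-sensitive dye fluorescence, kinetic, 1 Hz baseline; timing: Fluo4 dye loading 45 min at room temperature, 110 s recording; controls: assay buffer as low control, maximal DAMGO as high control; read-out: integrated baseline-normalised fluorescence ratio, converted to per-well B score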
TRPC6 act: activators of mouse TRPC6 channel; HEK293-TRPC6 membrane potential dye fluorescence; active compounds read high; B-score at 10 µM; 310,000 compounds, 0.13% hits;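 active = B-score of the integrated fluorescence ratio above library mean plus 3 SD, and starting fluorescence ratio within library mean plus 5 SD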;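 also: higher score means more depolarization so channel activation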
ANO1 block: blocks the mouse calcium-activated chloride channel TMEM16A; Q8BHY3; HEK293 TMEM16A/YFP iodide influx fluorescence, ionomycin; normalized B-score (activity score, 25-100; higher = stronger inhibition) at 10 µM; 310,000 compounds, 1.2% hits;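 active = ratio plate-corrected score three or more library SD toward inhibition, starting fluorescence score within five deviations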;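 also: score derived from kinetic fluorescence span divided by baseline fluorescence per well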
Target sequence (Q8BHY3 whole entry, looked up): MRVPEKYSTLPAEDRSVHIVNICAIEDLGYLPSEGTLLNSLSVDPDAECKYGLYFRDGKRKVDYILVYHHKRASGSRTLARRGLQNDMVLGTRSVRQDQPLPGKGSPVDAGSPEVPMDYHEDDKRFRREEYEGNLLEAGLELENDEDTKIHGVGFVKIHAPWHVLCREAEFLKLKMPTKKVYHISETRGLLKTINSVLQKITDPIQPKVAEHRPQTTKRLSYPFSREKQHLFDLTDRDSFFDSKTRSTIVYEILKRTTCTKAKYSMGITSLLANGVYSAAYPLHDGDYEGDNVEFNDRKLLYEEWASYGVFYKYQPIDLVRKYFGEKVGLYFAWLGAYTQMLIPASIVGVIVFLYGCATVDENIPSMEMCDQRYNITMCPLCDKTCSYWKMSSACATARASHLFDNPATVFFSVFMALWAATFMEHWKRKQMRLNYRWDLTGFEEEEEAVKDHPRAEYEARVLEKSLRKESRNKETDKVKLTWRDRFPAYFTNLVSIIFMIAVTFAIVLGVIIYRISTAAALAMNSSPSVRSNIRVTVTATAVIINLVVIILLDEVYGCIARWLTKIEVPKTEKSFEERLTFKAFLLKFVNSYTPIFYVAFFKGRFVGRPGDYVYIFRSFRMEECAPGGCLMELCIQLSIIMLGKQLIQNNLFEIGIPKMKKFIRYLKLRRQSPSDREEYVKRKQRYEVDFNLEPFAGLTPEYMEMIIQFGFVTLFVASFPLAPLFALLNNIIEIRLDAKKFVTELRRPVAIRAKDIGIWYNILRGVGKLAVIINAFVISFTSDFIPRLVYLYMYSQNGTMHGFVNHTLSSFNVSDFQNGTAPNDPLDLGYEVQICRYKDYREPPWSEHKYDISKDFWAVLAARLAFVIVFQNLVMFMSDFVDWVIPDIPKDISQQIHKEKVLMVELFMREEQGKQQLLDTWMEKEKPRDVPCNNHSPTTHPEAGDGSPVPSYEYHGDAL
TRPC6 inhibitor: mouse TRPC6 channel inhibition; Q61143; HEK293-TRPC6, membrane potential dye, ACh-evoked depolarization; active compounds read low; B-score at 10 µM; 310,000 compounds, 1.1% hits;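 active = B-score under library mean minus 3 SD, initial fluorescence not abnormally high, positive integrated signal ratio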;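 also: B-score derived from integrated fluorescence ratio over the kinetic read; more negative B-score means stronger inhibition of depolarization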
ANO1 activ: mouse TMEM16A channel activation, primary screen. HEK293 TMEM16A/YFP-H148Q/I152L, iodide quench fluorescence; active compounds read low. B-score at 10 µM. 340,000 compounds, 0.3% hits;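 active = fluorescence-ratio B-score plate-corrected deviation score at least 3 library SD below zero, with starting fluorescence score within 5 deviations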;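 also: channel opened by trigger with iodide after compound preincubation; score built on the fluorescence ratio of max minus min over baseline; more negative score means more quench and so TMEM16A activation or potentiation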
TRPC4 PAM: allosteric potentiators of mouse TRPC4 channel; Q9QUQ5; HEK293 TRPC4beta/mu-opioid, DAMGO EC20, Fluo-4 Ca2+ flux; active compounds read high; B-score at 10 µM; 310,000 compounds, 0.42% hits;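 active = B-score of calcium response area above 5 SD of library B-scores, with initial fluorescence ratio within 5 SD of library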;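 also: B-score of integrated fluorescence ratio over time as area under calcium response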
TRPC4 block: inhibitors of mouse TRPC4 channel | Q9QUQ5 | HEK293 TRPC4beta/mu-opioid, DAMGO-evoked Fluo4 calcium flux; active compounds read low | B-score at 10 µM | 300,000 compounds, 0.39% hits | AID 2247;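 active = B-score over 3 SD under the library average, no early fluorescence shift, positive overall ratio signal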
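Test system – stable TRPC4beta/mu-opioid receptor HEK293 cells · Probe or stimulus – DAMGO, a submaximal dose followed by a maximal one · Dosing – one concentration per compound · Signal – Fluo4 calcium fluorescence by kinetic imaging, 5 s 1 Hz baseline · Evaluation – per-well B score of integrated baseline-normalized Fluo4 ratio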
MrgX1 allo act: human MrgX1 positive allosteric modulation, primary screen | Q96LB2 | MrgX1-HEK293, Fluo-4 calcium flux, FDSS; active compounds read high | B-score at 10 µM | 310,000 compounds, 0.63% hits;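 active = plate-corrected calcium response at least 3 library SD above typical, normal starting fluorescence, not activating the receptor alone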;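 also: compound read alongside a low EC10 to EC30 dose of BAM8-22 agonist; peak minus trough fluorescence over baseline measured at the second addition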
Active calls of the source: *; i = inactive.

Results follow in this order: RGS4 block | MrgX1 antagonist | MrgX1 agonist | TRPC4 agonist | TRPC6 act | ANO1 block | TRPC6 inhibitor | ANO1 activ | TRPC4 PAM | TRPC4 block | MrgX1 allo act
> Cc1ccc(NCc2nnc(SCC(=O)N3c4ccccc4Sc4ccccc43)o2)c(C)c1
 : i | i | i | i | i | i | i | i | i | i | i
> Cc1ccc2[nH]c(=O)c(CN(CCO)C(=O)N(C)C)cc2c1
 : i | i | i | i | i | i | i | i | i | i | i
> Clc1ccc(-n2cc(COCc3ccccc3)nn2)cc1
 : i | i | i | i | i | i | i | i | i | i | i
> CCOC(=O)Cn1cc(C(=O)C2CC2)c2ccccc21
 : i | i | i | i | i | i | i | i | i | i | i
> Cc1nc2ccccc2nc1OCC(=O)NCC(F)(F)F
 : i | i | i | i | i | i | i | i | i | i | i
> Cc1ccc(-c2nc(-c3ccncc3)no2)cc1Cl
 : i | i | i | i | i | i | i | i | i | i | i
> O=C(NCCCCc1ccccc1)Nc1ccc(F)cc1
 : i | i | i | i | i | i | i | i | i | i | i
> O=C(CC1CCCCC1)N1CCN(c2ccccn2)CC1
 : i | i | i | i | i | i | i | i | i | i | i
> CN(CC(=O)O)S(=O)(=O)c1cccs1
 : i | i | i | i | i | i | i | i | i | i | i
> COc1cnn(-c2cc(Oc3ccc(C)cc3)ncn2)c(=O)c1Cl
 : i | i | i | i | i | i | i | i | i | i | i
> CCOc1ccc(N2C(=O)CN(c3cccc4ccccc34)C2=S)cc1
 : i | i | i | i | i | i | i | i | i | i | i
> Cc1ccc(-c2n[nH]c(=S)n2/N=C/c2ccc(C(=O)O)cc2)cc1
 : i | i | i | i | i | i | i | i | i | i | i
> N#CCc1ccc(Oc2ncc(C(F)(F)F)cc2Cl)cc1
 : i | i | i | i | i | i | i | i | i | i | i
> O=C(CCCCCNC(=O)N1CCn2c1nc1ccccc12)NCCc1ccccc1
 : i | i | i | i | i | i | i | i | i | i | i
> Cc1ccc(Nc2ccc(C(=O)NC3CCCCC3)cn2)cc1
 : i | i | i | i | i | i | i | i | i | i | i
> Nc1nnnn1/N=C/c1cc([N+](=O)[O-])ccc1O
 : i | i | i | i | i | i | i | i | i | i | i
> Cc1c(O)ccc(/C=N/Nc2nc(-c3cccnc3)nc3ccccc23)c1O
 : i | i | i | i | i | i | i | i | i | i | i
> CC(C)c1ccc(C2C(C#N)=C(N)Oc3c2oc(CO)cc3=O)cc1 (configuration not stated)
 : i | i | i | i | i | i | i | i | i | i | i
> O=Cc1cn(-c2ccccc2)nc1-c1ccc(F)cc1
 : i | i | i | i | i | i | i | i | i | i | i
> O=S1(=O)CCN2C=Nc3sc4c(c3C2=N1)CCCC4
 : i | i | i | i | i | i | i | i | i | i | i
> Cc1cc2cc(CN(Cc3cccs3)C(=S)NCC3CCCO3)c(=O)[nH]c2cc1C (configuration not stated)
 : i | i | i | i | i | i | i | i | i | i | i
> Cc1ccccc1NC(=S)NNC(=O)c1ccncc1
 : i | i | i | i | i | i | i | i | i | i | i
> COc1cc(CCC(=O)Nc2cnc3ccccc3c2)cc(OC)c1OC
 : i | i | i | i | i | i | i | i | i | i | i
> C=CCOc1cccc(C2C(C(=O)c3ccc(C)o3)=C(O)C(=O)N2Cc2ccncc2)c1 (configuration not stated)
 : i | i | i | i | i | i | i | i | i | i | i
> COC(=O)C1C(c2ccccc2)NC(=O)NC1(O)C(F)(F)Cl (configuration not stated)
 : i | i | i | i | i | i | i | i | i | i | i
> COc1ccc(C(=O)C2CCN(C(=O)c3ccco3)CC2)cc1
 : i | i | i | i | i | i | i | i | i | i | i
> CCn1c(CC(C)C)n[nH]c1=S
 : i | i | i | i | i | i | i | i | i | i | i
> CCOC(=O)CSc1nc2cc(C(=O)NCc3ccco3)ccc2c(=O)n1-c1ccc(F)cc1
 : i | i | i | i | i | i | i | i | i | i | i
> O=C(N/N=C/C(Cl)=C/c1ccccc1)c1ccncc1
 : i | i | i | i | i | i | i | i | i | i | i
> CC(NC(=O)CCNS(=O)(=O)c1ccc2c(c1)c(=O)n(C)c(=O)n2C)c1ccccc1 (configuration not stated)
 : i | i | i | i | i | i | i | i | i | i | i
> COc1ccc(/C=N/NC(=O)c2c(Br)cnn2C)c2ccccc12
 : i | i | i | i | i | i | i | i | i | i | i
> COc1ccc(N2CC(C(=O)NCCC3=CCCCC3)CC2=O)c(OC)c1 (configuration not stated)
 : i | i | i | i | i | i | i | i | i | i | i
> O=C(Nc1cccc(C(F)(F)F)c1)C(Sc1ncnc2ccccc12)c1ccccc1 (configuration not stated)
 : i | i | i | i | i | i | i | i | i | i | i
> COc1ccccc1C(=O)Nc1ccc(S(=O)(=O)N(C)c2ccccc2)cc1
 : i | i | i | i | i | i | i | i | i | i | i
> CCCc1cc(=O)oc2cc(OCc3nn[nH]n3)ccc12
 : i | i | i | i | i | i | i | i | i | i | i
> COc1ccc(/C=C/C(=O)Nc2cc(S(=O)(=O)N3CCOCC3)ccc2N2CCCC2)cc1OC
 : i | i | i | i | i | i | i | i | i | i | i
> c1ccc(C2=NOC(c3nnc(-c4ccccc4)o3)C2)cc1 (configuration not stated)
 : i | i | i | i | i | i | i | i | i | i | i
> C=CCSc1nnc2c(n1)-c1cccc3cccc-2c13
 : i | i | i | i | i | i | i | i | i | i | i
> COc1ccc(CC(=O)N2CCCc3ccccc32)cc1
 : i | i | i | i | i | i | i | i | i | i | i
> NS(=O)(=O)c1ccc(NC(=O)CN2CCN(Cc3ccccc3)CC2)cc1
 : i | i | i | i | i | i | i | i | i | i | i
> COc1nc(-c2ccccc2)c2cc(C)ccc2n1
 : i | i | i | i | i | i | i | i | i | i | i
> Cc1noc(C)c1C(=O)Nc1cccnc1
 : i | i | i | i | i | i | i | i | i | i | i
> NS(=O)(=O)c1ccc(CCNC(=O)c2ccc3nc4ccc(Cl)cc4c(=O)n3c2)cc1
 : i | i | i | i | i | i | i | i | i | i | i
> Cn1nnc(NC(=O)c2ccccc2F)n1
 : i | i | i | i | i | i | i | i | i | i | i
> CC(=O)CCc1c(C)c2cc(C)ccc2[nH]c1=O
 : i | i | i | i | i | i | i | i | i | i | i
> O=C(COC(=O)c1ccccc1O)Nc1ccc(OC(F)F)cc1
 : i | i | i | i | i | i | i | i | i | i | i
> CCOC(=O)c1cc(-c2ccccc2)sc1NC(=O)COC(=O)c1ccc(Cl)c(S(N)(=O)=O)c1
 : i | i | i | i | i | i | i | i | i | i | i
> Cc1ccccc1OCC(=O)N/N=C/c1cc2ccccc2nc1Cl
 : i | i | i | i | i | 25* | i | i | i | i | i
> CCOC(=O)C1=C(C)N=C(SC)N(C)C1c1ccccc1 (configuration not stated)
 : i | i | i | i | i | i | i | i | i | i | i
> COC(=O)c1nn(-c2cccc(C)c2)c2nnc(Cc3ccccc3)c(=O)n12
 : i | i | i | i | i | i | i | i | i | i | i
> Cc1ccc(C2C(C#N)=C(N)N(N(C)C)C3=C2C(=O)CCC3)cc1 (configuration not stated)
 : i | i | i | i | i | i | i | i | i | i | i
> COc1ccc(CCNC(=O)CN(c2ccc(OC)c(OC)c2)S(C)(=O)=O)cc1
 : i | i | i | i | i | i | i | i | i | i | i
> Cc1cccc(C(=O)NCCCn2ccnc2)c1C
 : i | i | i | i | i | i | i | i | i | i | i
> CCOC(=O)c1cnc(-n2nc(C)cc2C)nc1Oc1ccc(C(=O)OC)cc1
 : i | i | i | i | i | i | i | i | i | i | i
> C/C=C/C(=O)N1c2ccc(C)cc2C(C)=CC1(C)C
 : i | i | i | i | i | i | i | i | i | i | i
> CS(=O)(=O)Nc1ccc(-c2cn3c(n2)SCC3)cc1
 : i | i | i | i | i | i | i | i | i | i | i
> O=C(Nc1cccc([N+](=O)[O-])c1)c1ccc2snnc2c1
 : i | i | i | i | i | i | i | i | i | i | i
> CCn1c(CC(=O)Nc2ccc(Cl)c(Cl)c2)nnc1SCc1ccc(C)cc1
 : i | i | i | i | i | i | i | i | i | i | i
> Oc1c(CN2CCCCC2)cc(Br)c2cccnc12
 : i | i | i | i | i | i | i | i | i | -7* | i
> CC(NC(=O)Cn1nc(C(=O)O)c2ccccc2c1=O)c1ccccc1 (configuration not stated)
 : i | i | i | i | i | i | i | i | i | i | i

(next part)
Results follow in this order: RGS4 block | MrgX1 antagonist | MrgX1 agonist | TRPC4 agonist | TRPC6 act | ANO1 block | TRPC6 inhibitor | ANO1 activ | TRPC4 PAM | TRPC4 block | MrgX1 allo act
> COC(=O)c1ccc(NS(=O)(=O)c2ccc3c(c2)n(C)c(=O)n3C)cc1
 : i | i | i | i | i | i | i | i | i | i | i
> CCC1Oc2ccc(C)cc2N(CC(=O)NCCc2ccc(OC)c(OC)c2)C1=O (configuration not stated)
 : i | i | i | i | i | i | i | i | i | i | i
> Nc1ccc(-c2nnnn2-c2ccc(N)cc2)cc1
 : i | i | i | i | i | i | i | i | i | i | i
> CC(Sc1nc2ccccc2[nH]1)C(=O)O (configuration not stated)
 : i | i | i | i | i | i | i | i | i | i | i
> O=C(CSc1nccc(-c2cccs2)n1)Nc1ccc(F)c(Cl)c1
 : i | i | i | i | i | i | i | i | i | i | i
> COC(=O)C(C)NC(=O)CNS(=O)(=O)c1ccc(F)cc1 (configuration not stated)
 : i | i | i | i | i | i | i | i | i | i | i
> COc1ccccc1OCC(=O)N1CCN(C(=O)c2ccco2)CC1
 : i | i | i | i | i | i | i | i | i | i | i
> COCCNC(=O)c1ccc2nc(Cc3ccc(OC)c(OC)c3)oc2c1
 : i | i | i | i | i | i | i | i | i | i | i
> Cc1nnc(SCC(=O)Nc2nonc2C)s1
 : i | i | i | i | i | i | i | i | i | i | i
> CC1(C)Cc2nc3oc4c(NCc5ccccc5)ncnc4c3cc2CO1
 : i | i | i | i | i | i | i | i | i | i | i
> O=C(c1cc2ccccc2oc1=O)N1CCN(Cc2ccc3c(c2)OCO3)CC1
 : i | i | i | i | i | i | i | i | i | i | i

High-throughput results deposited in PubChem BioAssay by Johns Hopkins Ion Channel Center.
